Screens from PubChem BioAssay.
ERK EGF block: blocks ERK signaling stimulated by EGF | HEK293-V1b, EGF-stimulated phospho-ERK AlphaScreen | Potency, µM (top dose mostly 11.5 µM), for inactives: top-dose activity change, negative = inhibition, actives largely listed as inhibitors | actives 0.41% (n = 130,000) | AID 1454; active = well fitted inhibition curve with a large enough effect; inconclusive = small, poorly fitted or top-dose-only effect, or effect the other way;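 also: plate controls were stimulated vehicle wells for no effect and unstimulated vehicle basal for full effect; nearly all actives have a fitted effect of over 55% in size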
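After overnight plating in 1% FBS, HEK293-V1b cells received test compound for half an hour, then a 5 min pulse of EGF (25 nM); ERK phosphorylation in lysates was read by bead-based AlphaScreen.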
* hit, by the source's call; ? = inconclusive; [ ] = remark or other dose. Potency is read from the fitted curve at half-maximal effect.

item	ERK EGF block	SMILES
1	1%[57.5 µM]	OCCNc1nc(Nc2cccc(O)c2)nc2ccccc12
2	5%	Cc1ccc(NC(=O)CCNCc2ccco2)cc1S(=O)(=O)N(C)C
3	4%	COc1ccc2oc(=O)c(C(=O)N3CCN(c4ccc(F)cc4)CC3)cc2c1
4	7%[57.5 µM]	NS(=O)(=O)c1ccc(NC(=O)CSc2ncccn2)cc1
5	2%	Cc1ccc(OCC(=O)NCC(=O)Nc2ccc(F)cc2)c([N+](=O)[O-])n1
6	14%[57.5 µM]	CCC(C)(C)C1CCC2(CC1)NC(=S)N(c1ccccc1)N2 (centres undefined)
7	7%	CNC(=S)N/N=C(\C)c1ccc(Cl)c(Cl)c1
8	41%	OCC1O[C@H](O[C@H]2C(O)C(O)C(O)O[C@@H]2CO)C(O)C(O)C1O (some centres undefined)
9	-2%	O=[N+]([O-])c1ccc(C2OCCO2)cc1CS(=O)(=O)c1ccccc1
10	2%	Cc1ccc(SC(C)C(=O)NC(N)=O)c(C)c1 (centres undefined)
11	1%[57.5 µM]	O=C(c1cccc(Cl)c1)N1CCC(N2CCC(C(=O)N3CCOCC3)CC2)CC1
12	0%	Cc1nc(SCC(=O)NNC(=O)c2cccs2)[nH]c(=O)c1C
13	29%	O=C(O)CCC(=O)Nc1ccc(C(=O)OCC(=O)c2ccc(Cl)cc2)cc1
14	-1%	O=C(NCCc1ccccc1)C1CCN(c2ncccn2)CC1
15	3%	COc1ccccc1N1CCN(C(c2ccccc2)c2nnnn2CCc2ccccc2)CC1 (centres undefined)
16	?	CCn1c(=O)c([N+](=O)[O-])c(N2CCN(Cc3ccc4c(c3)OCO4)CC2)c2ccccc21
17	4%	CCOC(=O)C1CCN(CCC(=O)Nc2ccc(C)cc2)CC1
18	5%[57.5 µM]	Cc1nc(-c2nnc(SCC(=O)Nc3cc(Cl)cc(Cl)c3)n2C)cs1
19	17%[57.5 µM]	Cc1cc(C)c(O)c(C2(O)C(=O)c3ccccc3C2=O)c1
20	5%	CCCN(Cc1ccccc1)C(=S)Nc1cccc(C(F)(F)F)c1

Retrieved by structure from above (2):
item	ERK EGF block	SMILES
9	-2%	O=[N+]([O-])c1ccc(C2OCCO2)cc1CS(=O)(=O)c1ccccc1
2	5%	Cc1ccc(NC(=O)CCNCc2ccco2)cc1S(=O)(=O)N(C)C

Further records
item	ERK EGF block	SMILES
21	2%	COc1cc(/C=N/NC(=O)CNc2n[nH]c(=O)[nH]c2=O)ccc1O
22	2%	CC(Sc1nc(NC(C)(C)C)nc(N(C)C)n1)C(=O)Nc1ccccc1 (centres undefined)
23	-1%	COc1ccc2cc(-c3[nH]ncc3CN3C[C@@H]4CCC[C@H]3C4)ccc2c1
24	-8%	C#CC(CC)(CC)NC(=O)c1ccc(Br)s1
25	8%	O=C(COC(=O)CCCOc1ccc(Cl)cc1Cl)Nc1cccc(Cl)c1
26	4%	COc1ccc(C)cc1S(=O)(=O)Nc1ccc2c(c1)OCO2
27	-9%[57.5 µM]	NC(=O)[C@@H]1CC2(CC(c3cccc(NC(=O)[C@@H]4CCC(=O)N4)c3)=NO2)CN1C(=O)Cc1ccc([N+](=O)[O-])cc1 (some centres undefined)
28	1%	Cc1nc2cc(N=NC3=C(O)CCCC3=O)ccc2s1
29	?	C=CCc1ccc2oc(C(=O)OCC)cc(=O)c2c1O
30	-7%	CCOc1ccc(Br)cc1S(=O)(=O)Nc1ccc(Cl)c(S(=O)(=O)N(CC)c2ccccc2)c1
31	-15%	Cc1ccc(Nc2ccc(N3CCN(c4ccc([N+](=O)[O-])cc4)CC3)nn2)cc1
32	-6%	CSc1ccc(S(=O)(=O)NC(C)c2ccccc2)cc1 (centres undefined)
33	2%[57.5 µM]	O=C(O)CCCNC(=O)Cc1ccccc1
34	1%	Cc1ccc(C(=O)NC2(C(Cl)Cl)N=C(c3ccccc3)N=C2N)cc1 (centres undefined)
35	-3%[57.5 µM]	Cc1cc(C)c2c(c1)/C(=c1/sc3n(c1=O)CN(c1ccccc1)CN=3)C(=O)N2
36	-4%	CCCCC[C@H](O)/C=C/[C@@H]1[C@@H](C/C=C\CCCC(=O)O)[C@H](O)C[C@H]1O
37	-5%	Nn1c(SCC(=O)N2CCCc3ccccc32)nncc1=O
38	10%	O=C(NNC(=O)c1cccc(S(=O)(=O)N2CCN(c3ccccc3)CC2)c1)c1ccc(Cl)cc1
39	-10%	Cc1ccc(-c2csc3nc(SCC(=O)N(C)C)n(Cc4ccccc4)c(=O)c23)cc1
40	-35%	CCOC(=O)C1(Cc2cccc(OC)c2)CCN(Cc2cccc3cnccc23)CC1

New compounds follow.
item	ERK EGF block	SMILES
41	7%[57.5 µM]	COC(=O)Nc1nnc(-c2ccccc2OC)s1
42	1%	O=C(CSc1nnc(-c2ccco2)o1)c1ccccc1Cl
43	-10%	CCSc1nnc2ccc(-c3ccco3)nn12
44	-5%	COc1ccc(S(=O)(=O)Nc2ccccc2-c2nnn(CC(=O)Nc3ccccc3OC)n2)cc1
45	3%	CC(C)c1ccc(-n2cccc2/C=C2/C(=N)N3C=CSC3=NC2=O)cc1
46	-6%	CC(/C=C/c1ccco1)=N/NC(=O)OC(C)(C)C
47	21%	N#Cc1ccc(C23CC4(C2)[C@H](CN(Cc2ccc(-c5ccccc5)cc2)[C@@H]4c2ccccc2)C3c2ccccc2)cc1 (some centres undefined)
48	-10%	O=C(CCc1nnc(-c2ccc(-c3ccccc3)cc2)o1)NCCc1ccccn1
49	-2%	CCN(CC)c1ccc(C(=O)N/N=C(\C)c2cccnc2)cc1
50	0%	O=C1c2ccccc2C(=O)C12OC(c1ccccc1)C1(C(=O)c3ccccc3C1=O)C2c1cccc([N+](=O)[O-])c1 (centres undefined)
51	-12%	Cc1[nH]n(-c2ccccc2)c(=O)c1C=NC1CCCCCC1
52	0%	CC(C)NC(=O)c1ccc2c(=O)n(CC3CCCO3)c(=S)[nH]c2c1 (centres undefined)
53	8%	N#Cc1ccc(Oc2ccc(NC(=O)C3CC=CCC3C(=O)O)cc2)cc1 (centres undefined)
54	-2%	Cc1ccc(O)c(NC(=O)/C=C/C(=O)O)c1
55	-1%[57.5 µM]	COC(=O)c1scc(S(=O)(=O)C(C)(C)C)c1-n1cccc1
56	-2%[57.5 µM]	CN(C(=O)Nc1cccc(C(F)(F)F)c1)C1CCCCC1
57	-3%	CC(C)NC(=O)[C@H](CSCc1ccccc1)N1Cc2ccccc2C1=O
58	12%[57.5 µM]	N#CCCN(Cc1cccs1)C(=O)c1ccc(Cl)cc1
59	1%	Cc1[nH]c2ccccc2c1C(=O)C(=O)NCCOc1ccccc1
60	?	Cc1cc(/C=C2\SC(=S)N(Cc3ccco3)C2=O)c(C)n1-c1ccccc1

The listing continues:
item	ERK EGF block	SMILES
61	-9%[57.5 µM]	O=C(CSc1nc2ccccc2[nH]1)N/N=C/c1ccncc1
62	6%	O=C(NCc1cccnc1)C(=O)NCC(c1ccco1)N1CCN(c2ccccc2)CC1 (centres undefined)
63	-6%	Nc1nc(-c2ccc(F)cc2)cs1
64	-3%	CC1Oc2ccccc2N(CC(=O)NCc2ccc3c(c2)OCO3)C1=O (centres undefined)
65	5%[57.5 µM]	Cc1nc2ccccc2c(=O)n1/N=C/c1ccccc1O
66	-2%[57.5 µM]	COc1cc(C(=O)NCCNC(=O)C2CCCNC2=O)cc(OC)c1OC (centres undefined)
67	3%	O=C(O)c1cccc(-c2ccc(/C=N/Nc3nn[nH]n3)o2)c1
68	-2%	O=C(NNc1nc2c(F)cccc2s1)C1COc2ccccc2O1 (centres undefined)
69	4%	COC(=O)[C@@]1(Cc2ccc(F)cc2)[C@H]2c3cc(C(=O)N4CCCC4)n(Cc4ccccc4)c3C[C@H]2CN1C(=O)c1ccccc1
70	1%[57.5 µM]	Cc1ccc(S(=O)(=O)N2CCCCC2)cc1NC(=O)Cn1cnnn1
71	7%[57.5 µM]	O=C(NNc1ccccc1)C(=O)NNS(=O)(=O)c1ccc(CCCl)cc1
72	-4%	O=C1Oc2ccccc2C(=O)/C1=C/N1CCN(c2ccccc2F)CC1
73	4%	Cc1cccc(/C=C/c2ccccc2)n1
74	?	CCCCc1ccc(NC(=S)NCCc2ccc(S(N)(=O)=O)cc2)cc1
75	8%	CCOC(=O)C1=C(O)/C(=C/c2ccc(OCC(=O)O)c(OC)c2)SC1=Nc1ccc(OC)cc1
76	2%[57.5 µM]	CCOc1ccc(N(CC(=O)NN=C2CCCC2)S(C)(=O)=O)cc1
77	-4%[57.5 µM]	COc1cc(/C=N\Nc2nc(-c3cccs3)c(NC(C)=O)s2)ccc1O
78	14%	CCN(CC)S(=O)(=O)c1ccc(NC(=O)COC(=O)c2cnc(C)cn2)cc1
79	-6%	O=C(NCc1ccccn1)C1CN(S(=O)(=O)c2ccccc2)CCN1S(=O)(=O)c1ccccc1 (centres undefined)
80	-8%[57.5 µM]	Cc1ccc(-n2nnc(-c3cc4ccccc4nc3Cl)n2)cc1

Structures above that have two or more sulfur atoms (eleven):
item	ERK EGF block	SMILES
4	7%[57.5 µM]	NS(=O)(=O)c1ccc(NC(=O)CSc2ncccn2)cc1
12	0%	Cc1nc(SCC(=O)NNC(=O)c2cccs2)[nH]c(=O)c1C
18	5%[57.5 µM]	Cc1nc(-c2nnc(SCC(=O)Nc3cc(Cl)cc(Cl)c3)n2C)cs1
30	-7%	CCOc1ccc(Br)cc1S(=O)(=O)Nc1ccc(Cl)c(S(=O)(=O)N(CC)c2ccccc2)c1
32	-6%	CSc1ccc(S(=O)(=O)NC(C)c2ccccc2)cc1 (centres undefined)
39	-10%	Cc1ccc(-c2csc3nc(SCC(=O)N(C)C)n(Cc4ccccc4)c(=O)c23)cc1
55	-1%[57.5 µM]	COC(=O)c1scc(S(=O)(=O)C(C)(C)C)c1-n1cccc1
60	?	Cc1cc(/C=C2\SC(=S)N(Cc3ccco3)C2=O)c(C)n1-c1ccccc1
74	?	CCCCc1ccc(NC(=S)NCCc2ccc(S(N)(=O)=O)cc2)cc1
77	-4%[57.5 µM]	COc1cc(/C=N\Nc2nc(-c3cccs3)c(NC(C)=O)s2)ccc1O
79	-6%	O=C(NCc1ccccn1)C1CN(S(=O)(=O)c2ccccc2)CCN1S(=O)(=O)c1ccccc1 (centres undefined)

(list continues)
item	ERK EGF block	SMILES
81	4%	COc1ccc(CCNC(=O)CSc2ccc(-c3ccncc3)nn2)cc1
82	-4%	COC(=O)c1c(C(=O)OC)c(-c2ccc(C(C)(C)C)cc2)n2c1CS(=O)C2 (centres undefined)
83	4%	CC(C)c1cc(NC(=O)CCl)on1
84	1%	O=C(NCCC1=CCCCC1)C1CCN(S(=O)(=O)c2ccc(Br)s2)CC1
85	8%	Cc1nc2cnc(Oc3ccccc3)nc2n(-c2ccccc2)c1=O
86	?	Nc1c2c(nc3sc4c(c13)CCCC4)-c1ccccc1CC2
87	-9%	CCOC(=O)c1sc(NC(=O)c2cccc(S(=O)(=O)N3c4ccccc4CC3C)c2)cc1C (centres undefined)
88	-3%	COc1ccc(C(=O)N/N=C(\C)c2ccc3c(c2)C2C=CCC2C(c2ccccc2)N3)cc1 (centres undefined)
89	-6%[57.5 µM]	Cc1[nH][nH]c(=O)c1C(c1ccc(N(C)C)c(Br)c1)c1c(C)[nH][nH]c1=O
90	-8%	COc1ccc(C(=O)CC(=O)c2ccccc2O)cc1OC
91	-3%	COCCN(Cc1cc2cc(C)ccc2nc1Cl)C(=O)Nc1ccccc1OC
92	10%[25.7 µM]	C[C@H](CCC(=O)NCC(=O)O)[C@H]1CC[C@H]2[C@H]3[C@@H](C[C@@H](O)[C@]12C)[C@]1(C)CC[C@H](O)C[C@@H]1C[C@@H]3O
93	6%[57.5 µM]	O=C(O)/C=C\C(=O)Nc1ccc(F)c(F)c1F
94	4%	COc1ccc(Nc2nnc(SCC(=O)/C=C3/N(C)c4ccccc4C3(C)C)s2)cc1
95	-2%[57.5 µM]	CC(C)(C)C1=NN=C2c3ccccc3C(=O)C21 (centres undefined)
96	-15%	CCCn1nnnc1NC(=O)c1cc(Cl)ccc1Cl
97	-39%	CC1CCc2c(sc3ncn(CCO)c(=O)c23)C1 (centres undefined)
98	-10%[57.5 µM]	Cn1nc(C(F)(F)F)c(-c2ccc(Br)cc2)c1NC(=O)c1nccnc1C(=O)O
99	-15%	CN(C)S(=O)(=O)c1ccc2c(c1)nc(CCC(=O)NCc1ccc(Cl)cc1)n2C
100	-13%	O=C(CN1C(=O)C2C3C=CC(C4CC34)C2C1=O)Nc1cnc2ccccc2c1 (centres undefined)

Next records
item	ERK EGF block	SMILES
101	5%	CC(C)c1nnc(N2C(=O)c3oc4ccccc4c(=O)c3C2c2ccco2)s1 (centres undefined)
102	-11%[57.5 µM]	NC(=O)c1ccc[n+](CC(=O)c2ccccc2)c1
103	5%	COC(=O)c1c(C)[nH]c(C)c1-c1ccc([N+](=O)[O-])cc1
104	-4%	Cc1c(C(=O)OCC(=O)c2c(N)n(CC(C)C)c(=O)n(C)c2=O)oc2ccccc12
105	2%	CCOC(=O)c1cc(C(C)(C)C)oc1CNC(=O)c1c(C)oc2c1CCCC2
106	-6%	CCC(=O)OCC(=O)c1cc(C)n(-c2ccc(Br)cc2)c1C
107	-5%	CCOC(=O)c1[nH]c2ccc(C)cc2c1N
108	-8%[57.5 µM]	COc1ccc(CCNC(=O)CCCOc2cccc(C)c2C)cc1OC
109	2%	Cc1cc(=O)[nH]c(/N=C(\N)Nc2ccc(SC(F)F)cc2)n1
110	-2%	CCC(CC)C(=O)NCCc1cc2ccc(C)cc2[nH]c1=O
111	9%	O=C(NCCN1CCOCC1)c1cc(Sc2cccc(Cl)c2)nc2ccccc12
112	-14%	Cc1cc(C)c2sc(N(CCCN(C)C)C(=O)c3ccc(Br)s3)nc2c1
113	1%	CC(O)CNc1cc(N)c([N+](=O)[O-])cc1[N+](=O)[O-] (centres undefined)
114	1%	O=C(O)c1cnn(-c2ccccc2)c1-n1cccc1
115	-1%	COCCCNC(=O)C1CCC(CNS(=O)(=O)c2ccc(OC)cc2)CC1 (centres undefined)

Some of the compounds tested; rates above refer to the full screens.
